XBP1 UPR activ: adaptive UPR (XBP1) activation. CHO-XBP1 luciferase reporter, IRE1-XBP1 UPR activation, luminescence; percent of tunicamycin response, DMSO as zero. activation, % at 20 µM. 330,000 tested, 0.33% active;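 active = versus positive control, 20 µM dose yields 30% or more activation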;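 also: 100% = tunicamycin at 10 µg/mL and 0% = DMSO only wells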
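Signal: luciferase luminescence; Assay system: CHO-XBP1 luciferase reporter cells; Amount: one thousand reporter cells per well; Dosing: 20 µM single concentration, DMSO 1%; Benchmarks: high control tunicamycin 10 µg/mL final, low control DMSO vehicle only; Schedule: 6 h compound exposure at 37 °C, 5% CO2; Evaluation: percent activation relative to tunicamycin reference.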
CXCR6 inh: CXCR6 (human) receptor inhibition; O00574; CHO-K1 PathHunter CXCR6 beta-arrestin, luminescence; inhibition, % at 20 µM; 360,000 tested, 0.36% active; AID 602244; in the data active = inhibition above about 34%, passing the limit was not always enough;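 also: antagonist mode with CXCL16 agonist at 10 nM final; 0% = 10 nM CXCL16 with DMSO and 100% = unstimulated wells without agonist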
TIM10 inh: TIM10 yeast growth inhibition; S. cerevisiae TIM10 strain growth, BacTiter-Glo luminescence, 24 h; inhibition, % at 10 µM; 330,000 tested, 1.4% active;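 active = inhibition of 40% or more at the single tested concentration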;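 also: wild-type TIM10 isogenic control strain grown at permissive 25 °C; 0% = DMSO yeast wells and 100% = minimal medium wells without yeast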
APJ ag: agonists of human APJ apelin receptor | CHO-K1 APJ PathHunter beta-arrestin, luminescence; 0% DMSO wells, 100% apelin | activation, % at 20 µM | P35414 | 330,000 tested, 0.11% active;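 active = activation more than six SD over the plate average, tested at 20 µM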;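 also: 0% = DMSO alone and 100% = apelin-13 at 10 nM; some results filed as inactive read as strong as hits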
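Assay system – PathHunter CHO-K1 APJ (AGTRL-1) beta-arrestin reporter cells · Compound – one dose, 20 µM compound, 1% DMSO · Timing – compound 90 min 25 °C, reagent 1 h · Measured by – luminescence from split beta-galactosidase complementation, Galacton Star/Emerald II substrate · Measure – beta-arrestin recruitment to APJ as agonist activity, luminescent signal · Benchmarks – DMSO vs Apelin-13 10 nM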
tim10-1 inh: growth inhibitors of tim10-1 mutant yeast. S. cerevisiae tim10-1 ts strain growth, BacTiter-Glo, 24 h. inhibition, % at 20 µM. 330,000 tested, 2.2% active. AID 463190;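 active = inhibition of at least 40%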;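 also: mutant grown at 25 °C; 0% = DMSO wells with yeast and 100% = wells holding no yeast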
tim23-1 inh: inhibits growth of tim23-1 mutant yeast; 330,000 tested, 1.3% active; S. cerevisiae tim23-1 growth, BacTiter-Glo luminescence, 24 h; inhibition, % at 20 µM;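 active = growth inhibition of the mutant yeast at or above 50%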;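 also: temperature-sensitive mutant grown at 25 °C; plate controls were DMSO-treated mutant yeast for no effect and medium wells lacking yeast for full effect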
APJ antag: APJ receptor antagonism | P35414 | CHO-K1 APJ beta-arrestin complementation, luminescence | inhibition, % at 20 µM | 330,000 tested, 0.32% active | AID 2521;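 active = inhibition above about 40% at 20 µM, limit read from the data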;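 also: cells challenged with 10 nM apelin-13 agonist together with compound; plate controls were apelin-13 plus DMSO wells for no effect and DMSO wells lacking apelin-13 for full effect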
Mdm2 MdmX PPI: disrupts the human Mdm2-MdmX interaction; SaOS-2 split-luciferase Mdm2/MdmX complementation, luminescence; O15151+Q00987; 330,000 tested, 3% active; inhibition, % at 8 µM;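 active = inhibition of at least 50% at 8 µM in the primary screen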
Target sequence (O15151 whole entry, looked up): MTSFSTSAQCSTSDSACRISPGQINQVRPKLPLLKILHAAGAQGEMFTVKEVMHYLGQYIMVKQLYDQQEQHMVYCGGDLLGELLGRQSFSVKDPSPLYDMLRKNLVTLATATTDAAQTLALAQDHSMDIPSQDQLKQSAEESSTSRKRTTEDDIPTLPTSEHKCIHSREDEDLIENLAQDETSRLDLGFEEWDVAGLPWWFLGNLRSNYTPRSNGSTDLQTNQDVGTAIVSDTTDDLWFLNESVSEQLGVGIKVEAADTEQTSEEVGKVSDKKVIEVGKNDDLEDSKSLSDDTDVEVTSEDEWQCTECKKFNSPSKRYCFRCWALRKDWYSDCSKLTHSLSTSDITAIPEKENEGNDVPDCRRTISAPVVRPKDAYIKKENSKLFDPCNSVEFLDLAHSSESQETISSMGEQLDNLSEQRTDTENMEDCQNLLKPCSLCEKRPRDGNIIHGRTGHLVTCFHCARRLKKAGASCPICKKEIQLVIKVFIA
Target sequence (Q00987 whole entry, looked up): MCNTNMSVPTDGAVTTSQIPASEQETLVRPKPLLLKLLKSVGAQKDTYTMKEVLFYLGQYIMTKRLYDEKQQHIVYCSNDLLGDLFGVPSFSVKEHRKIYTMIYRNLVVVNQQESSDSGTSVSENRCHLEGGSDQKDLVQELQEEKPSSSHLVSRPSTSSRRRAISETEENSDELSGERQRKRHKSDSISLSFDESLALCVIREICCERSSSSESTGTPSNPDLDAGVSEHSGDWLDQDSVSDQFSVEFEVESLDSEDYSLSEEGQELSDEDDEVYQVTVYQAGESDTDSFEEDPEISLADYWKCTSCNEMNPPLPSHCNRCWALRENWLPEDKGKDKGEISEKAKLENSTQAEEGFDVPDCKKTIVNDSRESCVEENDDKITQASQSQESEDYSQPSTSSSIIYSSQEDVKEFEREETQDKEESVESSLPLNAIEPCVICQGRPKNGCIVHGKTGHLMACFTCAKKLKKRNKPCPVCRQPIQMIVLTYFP
CHOP UPR activ: apoptotic UPR (CHOP) activation; CHO-CHOP luciferase reporter, luminescence; percent of tunicamycin response over DMSO baseline; activation, % at 10 µM; 330,000 tested, 0.34% active;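 active = at 10 µM dose, activation of 40% or more, normalized to positive control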;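 also: 100% = tunicamycin at 10 µg/mL and 0% = DMSO alone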
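assay system = CHO CHOP reporter cells | amount = 500 CHO-CHOP cells per well | buffer or medium = F12 with 10% FBS | incubation = 16-18 h cell attachment, then 6 h compound exposure, 37 °C | detection = luminescence read with Steady-Glo | read-out = percent activation relative to tunicamycin control | controls = tunicamycin high control, DMSO low control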
* hit, by the source's call; . = no result given; & = joins results of further samples.

Screens in order: XBP1 UPR activ	CXCR6 inh	APJ antag	tim23-1 inh	tim10-1 inh	CHOP UPR activ	Mdm2 MdmX PPI	APJ ag	TIM10 inh
O=C(c1cc(COc2cccc(C(F)(F)F)c2)on1)N1CCc2ccccc2C1
 : -0.5	5.8	2.2	29.4	23.0	1.4	41.2	2.3	11.7
CC1=CC(C)(C)N(S(=O)(=O)c2ccc(C)cc2)c2cc(C)ccc21
 : 21.5	7.6	18.7	43.4	21.7	1.1	53.6*	-9.6	34.1
CCN(C(=O)CN1CCN(C)CC1)c1c(N)n(Cc2ccccc2)c(=O)[nH]c1=O
 : 0.1	-7.9	10.3	14.9	2.1	0.3	-30.7	-0.8	3.1
CSCCC(NS(=O)(=O)c1ccc2c(c1)c(=O)n(C)c(=O)n2C)C(=O)NC1CCN(Cc2ccccc2)CC1 (stereo not drawn)
 : -2.2	-9.8	-10.2	5.3	1.6	-0.7	4.6	0.3	6.4
O=C(O)/C=C(\Oc1ccccc1)C1(O)CCCCC1
 : 0.6	-0.8	-2.7	15.2	-9.8	-0.2	-25.9	-3.2	-14.3
O=C(N1CCOCC1)N1CCN(S(=O)(=O)c2ccc(Cl)cc2)C1
 : 1.3	-3.0	13.4	17.5	17.8	1.7	-49.8	-0.6	-11.5
Cc1ccc(CNC(=O)CCC2CCCN(Cc3cccc4c3OCO4)C2)o1 (stereo not drawn)
 : -3.2	3.7	6.9	12.4	2.1	1.3	5.0	-3.3	-31.5
CN(CC(=O)N1CCOCC1)S(=O)(=O)c1cc(Cl)ccc1Cl
 : -1.8	-0.8	4.6	2.9	-5.3	0.3	3.9	-0.5	8.9
CC(=C1C(=O)c2ccccc2C1=O)N1CCN(C/C=C/c2ccccc2)CC1
 : 1.6	-11.2	-10.9	11.3	20.1	-0.1	5.7	-1.9	15.0
COc1cccc(/C=C/C(=O)OCC(=O)NCC2CCCO2)c1 (stereo not drawn)
 : -2.6	-3.3	-0.7	1.2	-3.1	-1.1	-29.5	-5.5	-3.6
COc1ccc(CN2CCN(C(=O)c3cc(C4CC4)nn3-c3ccccc3)CC2)cc1F
 : -2.7	5.0	2.2	23.5	11.7	-0.3	12.7	0.3	18.9
COc1ccccc1CNC(=O)CCN=C1NS(=O)(=O)c2ccccc21
 : 0.3	-3.4	22.1	-8.6	-19.6	2.2	10.6	-1.2	-6.3
COc1ccc2[nH]cc(C(=O)CN3CC(C)CC(C)C3)c2c1 (stereo not drawn)
 : 0.1	-3.6	1.3	-4.5	7.7	0.2	1.0	-1.3	-0.3
Cc1oc(-c2cccc(Cl)c2)nc1CN1CCC(C(=O)NCCCN2CC(C)CC(C)C2)CC1 (stereo not drawn)
 : 7.4	7.2	38.0	0.5	9.4	10.1	99.7*	-3.2	-4.5
O=S(=O)(c1ccccc1F)N1CCN(CCc2ccccc2)CC1
 : -4.1	-0.2	8.8	22.7	28.2	-0.5	-11.6	-1.3	9.2
COC(=O)c1ccc(Nc2ncnc3c2cnn3-c2cccc(C)c2)cc1
 : 1.0	-14.0	-2.3	3.5	-17.5	-0.2	47.0	-1.0	-17.3
Cc1ccccc1NC(=O)C1CCN(C(=O)NC2CCCCC2)CC1
 : 2.7	2.6	4.4	-1.6	-6.4	0.9	-7.1	-3.5	-14.0
O=C(CN1C(=O)c2ccccc2C1=O)Nc1nc(-c2cccc([N+](=O)[O-])c2)cs1
 : 1.7	.	-8.1	-7.9	11.5	2.4	-25.1	-2.8	5.6
CCCCn1c(N)c(N(CCOC)C(=O)CCNC(=O)c2ccccc2Cl)c(=O)[nH]c1=O
 : -4.8	7.5	2.2	-11.1	-6.0	-0.1	-13.7	-1.6	-6.9
CCc1ccc(C(=O)CN2CCSC2=N)cc1
 : -1.0	-2.2	2.7	21.0	1.4	2.4	-131.9	-4.3	-4.4
COc1cccc(C2=CC(=O)CC(C)(C)C2)c1OC
 : -0.3	-2.9	7.5	21.1	11.6	0.8	0.2	1.1	4.8
N#Cc1cccc(Nc2c3c(nc4ccccc24)CCC3)c1
 : 1.7	9.0	17.6	14.8	22.1	0.0	18.7	-2.9	10.0
CCOc1ccc(CCNC(=O)COC(=O)COc2ccccc2C)cc1OCC
 : 0.1	-9.7	14.8	23.3	15.8	0.0	-4.3	8.4	-1.2
COc1ccccc1CNC(=O)CN(C)CC(=O)Nc1ccccc1Br
 : -3.5	3.3	7.5	9.2	-2.2	0.5	8.8	-4.2	-8.1
COc1ccc(NC(=O)CN(c2ccccc2)S(=O)(=O)N(C)C)cc1OC
 : 0.2	-1.8	2.8	-3.5	1.1	-1.2	10.8	1.0	-2.2
O=C(NC(=S)Nc1ccc(S(=O)(=O)N2CCCCC2)cc1)c1ccc(Cl)cc1
 : -3.7	26.7	31.6	16.1	10.4	3.6	24.4	-3.3	-0.4
CSC(=NC1CCCCC1)NS(=O)(=O)c1ccccc1
 : -0.6	0.1&12.7	2.3	-4.8	-3.2	-1.9	-12.0	-3.1	-40.2
COCCCNC(=O)C[C@H]1C[C@H](C(=O)N2CCCCC2)[C@@]2(C)c3[nH]c4ccc(Cl)cc4c3CCN2C1=O
 : -2.3	3.2	.	35.2	12.6	2.3	9.8	.	19.3
Fc1ccc(-n2c(-c3ccco3)nc3nc4ccccc4nc32)cc1
 : -3.4	1.1	3.9	-4.8	12.4	0.3	21.7	-5.0	-1.1
CC1CCCC(C)N1C(=O)Cn1c(SCC(=O)Nc2ccc3c(c2)OCO3)nc2ccccc21 (stereo not drawn)
 : -0.2	1.4	-11.1	8.4	-4.3	0.2	-21.9	1.4	27.2
Cc1ccc(NC2=NC(C(=O)Nc3ccc(C)c(C)c3)CC(=O)N2)cc1 (stereo not drawn)
 : 1.0	1.9	12.5	6.6	3.9	-0.5	12.0	6.1	-4.4
Cc1nnc(SCC2=C(C(=O)O)N3C(=O)C(NC(=O)C(C)n4nc(C(F)(F)F)cc4C)C3SC2)s1 (stereo not drawn)
 : 8.6	-6.6	-19.6	12.4	9.3	-0.1	6.6	-1.0	1.7
CCOc1cccc2sc(Nc3nc4ccc(NC(C)=O)cc4s3)nc12
 : 8.4	-19.6	-9.7	20.3	21.1	5.7	-9.6	-1.8	21.8
S=C1SCN(CC2CC2)CN1CC1CC1
 : 1.0	-0.8	8.9	-12.8	5.4	81.8*	20.2	-3.5	-22.1
COn1c(SC(C)C)nc2ccccc2c1=O
 : 1.9	-8.8	13.4	15.1	9.9	0.6	-14.4	-4.5	-4.0
O=C(CNC(=O)c1ccccc1F)N/N=C/c1cccs1
 : 4.8	-0.2	11.0	5.3	13.2	4.8	-9.6	-1.0	-1.1
Nc1nc(N2CCN(Cc3ccccc3)CC2)n[nH]1
 : 2.4	2.9	-10.6	-3.4	-11.1	0.4	6.1	-4.6	0.7
CN(C(=O)c1ccc(NC(=O)Cc2cccc([N+](=O)[O-])c2)cc1)C1CC1
 : 1.1	0.4	5.5	-6.8	1.7	3.1	15.8	-3.9	-1.9
O=C(CNC(=O)c1ccccc1)NCCc1nc2ccccc2[nH]1
 : -4.0	-17.6	22.3	-1.4	4.7	-1.6	-27.4	-4.4	-3.7
CC(C)CC(=O)Nc1nnc(S(=O)(=O)Nc2ccccc2)s1
 : -7.0	7.4	-1.6	9.5	11.0	2.5	25.5	0.1	-15.5
CCc1nc2ccc(C(=O)NCc3ccco3)cc2nc1CC
 : -2.6	-3.8	15.6	23.5	22.6	0.1	-16.7	2.6	29.4
COc1ccc(Cn2cc(F)c(=O)n(CCC(C)C)c2=O)cc1[N+](=O)[O-]
 : 2.1	0.2	11.0	8.3	11.7	-1.7	6.1	-0.6	4.1
N#Cc1c(NC(=O)COC(=O)c2ccc(S(=O)(=O)N3CCCC3)cc2)sc2c1CCCCC2
 : 3.1	-6.1	-11.6	-0.4	13.9	1.9	-5.5	-4.3	17.3
COc1cc2c(cc1OC)C(C)N(S(=O)(=O)c1cccs1)CC2 (stereo not drawn)
 : -0.2	-6.4	9.6	21.7	9.6	4.3	-8.7	-2.5	10.3
Cc1cccc(-n2nnc(C(=O)NCc3ccc4c(c3)OCO4)c2N)c1
 : -0.6	-11.9	7.2	-8.5	-2.7	0.3	46.1	-3.8	1.8
Cc1ccc(SCCNC(=O)/C=C/c2ccccc2Cl)cc1
 : -1.8	3.0	6.2	29.5	27.9	-1.0	6.2	-4.4	19.8
CC1Sc2ccc(S(=O)(=O)CCC(=O)N3CCN(c4ccccc4F)CC3)cc2NC1=O (stereo not drawn)
 : -3.7	2.2	24.0	3.1	23.4	-0.2	26.6	-2.2	3.8
CCc1ccc(-n2c(SCC(=O)N3Cc4ccccc4CC3C(=O)O)nnc2-c2ccncc2)cc1 (stereo not drawn)
 : -1.5	-7.0	22.4	-2.5	9.5	-1.7	-1.6	1.1	4.7
O=C(COC(=O)c1ccc(F)c(S(=O)(=O)N2CCOCC2)c1)NCc1ccco1
 : -6.2	3.9	-0.6	-14.8	-12.0	0.6	9.7	13.9	2.5
CCOC(=O)CC1C(=O)NCCN1S(=O)(=O)c1ccc(C)cc1 (stereo not drawn)
 : 2.5	-11.3	2.2	5.6	5.9	-2.3	4.0	-0.2	-6.3
O=C(Cn1c(=O)oc2cc(S(=O)(=O)N3CCOCC3)ccc21)N1CCc2ccccc2C1
 : -4.0	0.7	12.7	-6.6	-2.7	1.4	12.6	-1.4	-2.6
CC(=O)N1c2ccc(S(=O)(=O)N(C)Cc3ccco3)cc2CC1C (stereo not drawn)
 : -3.0	-3.2	-2.7	5.2	6.8	-0.3	12.3	-0.9	8.7
N=c1n(CC(=O)O)c2ccccc2n1Cc1ccccc1Cl
 : -0.8	-4.1	12.1	1.5	5.5	0.2	1.9	-7.7	-10.0
COc1ccc(NC(=O)[C@@H]2CCCN2S(=O)(=O)c2ccccc2F)cc1S(=O)(=O)N1CCCCC1
 : 2.0	4.2	-2.2	-3.2	5.3	1.0	3.9	1.2	1.3
COc1ccc(S(=O)(=O)NNc2nc(C)cc(C)n2)cc1[N+](=O)[O-]
 : -4.0	22.5	61.6*	-6.2	-5.3	1.0	8.2	-29.2	4.8
Cc1ccc(Cc2cnc(N3C(=N)SC(c4ccccc4)C3=O)s2)cc1 (stereo not drawn)
 : -1.4	29.1	-8.4	10.4	35.4	0.2	22.0	-3.3	28.1
CCOC(=O)n1c(=O)n(Cc2ccccc2)c2ccccc21
 : -3.3	5.3	-20.2	45.6	32.6	1.6	17.8	0.3	8.4

Random excerpt: 2 records from the list
Screens in order: XBP1 UPR activ	CXCR6 inh	APJ antag	tim23-1 inh	tim10-1 inh	CHOP UPR activ	Mdm2 MdmX PPI	APJ ag	TIM10 inh
O=C(Cn1c(=O)oc2cc(S(=O)(=O)N3CCOCC3)ccc21)N1CCc2ccccc2C1
 : -4.0	0.7	12.7	-6.6	-2.7	1.4	12.6	-1.4	-2.6
CC(=C1C(=O)c2ccccc2C1=O)N1CCN(C/C=C/c2ccccc2)CC1
 : 1.6	-11.2	-10.9	11.3	20.1	-0.1	5.7	-1.9	15.0

Some of the compounds tested, so the mix of outcomes need not match the whole.
